Screens deposited in PubChem BioAssay by several laboratories.
core dimer inh – inhibitors of HCV core protein dimerization, primary screen, biochemical, TR-FRET, high-throughput; TR-FRET GST/Flag-core106 dimerization, 1536-well; inhibition, % at 5 µM; 300,000 compounds, 0.33% hits; AID 1899, 2009;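 active = inhibition above the mean of all tested compounds plus 3 SD, set per screening campaign, cut at about 45% in these data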
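test system = GST/Flag-tagged HCV core106 proteins | probe or stimulus = Eu donor and XL665 acceptor anti-tag antibodies | times = compound-protein-antibody incubation 4 h at 22.5 °C | signal = TR-FRET, excitation 340 nm, emission 617 and 671 nm | measure = percent inhibition of core106 dimerization signal | controls = wells lacking GST-core106 and wells with excess unlabelled core106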
CTSL1 counter – Fasciola hepatica cathepsin L1 inhibitors, primary screen, counter-screen for PFM18AAP inhibitor project, biochemical, QFRET, fluorogenic peptide substrate; recombinant F. hepatica cathepsin L1, Z-Leu-Arg-MCA fluorescence; inhibition, % at 5.96 µM; 300,000 compounds, 0.49% hits;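 active = inhibition above the mean of all tested compounds plus 3 SD, set per screening campaign, cut at about 17% in these data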;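 also: 0% = plate median of test compound wells and 100% = 1 µM Z-Phe-Ala-diazomethylketone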
PP5 primary – PP5 phosphatase inhibitors, primary screen, biochemical, fluorescence | 320,000 compounds, 0.18% hits | Serine/threonine-protein phosphatase 5 (Homo sapiens), P53041 | purified PP5c, OMFP substrate fluorescence | inhibition, % at 6.7 µM;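 active = inhibition above the campaign's mean inhibition across all tested compounds plus 3 SD, cut at about 9.5% in these data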;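 also: 0% = DMSO only and 100% = 100 µM cantharidin control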
Target sequence (P53041 whole entry, looked up): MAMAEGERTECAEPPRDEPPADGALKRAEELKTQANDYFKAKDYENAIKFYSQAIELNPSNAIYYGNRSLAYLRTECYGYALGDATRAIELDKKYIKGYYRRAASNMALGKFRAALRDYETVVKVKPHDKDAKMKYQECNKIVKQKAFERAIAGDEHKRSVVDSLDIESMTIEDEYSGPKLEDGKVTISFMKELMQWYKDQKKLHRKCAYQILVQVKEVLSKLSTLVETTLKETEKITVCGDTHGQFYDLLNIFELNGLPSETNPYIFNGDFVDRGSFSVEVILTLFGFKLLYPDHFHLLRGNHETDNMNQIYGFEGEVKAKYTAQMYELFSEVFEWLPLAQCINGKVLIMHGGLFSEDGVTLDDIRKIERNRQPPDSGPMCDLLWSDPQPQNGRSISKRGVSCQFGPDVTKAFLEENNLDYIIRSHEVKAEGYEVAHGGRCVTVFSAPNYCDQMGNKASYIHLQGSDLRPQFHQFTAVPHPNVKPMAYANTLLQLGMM
Efflux pump mplx – inhibitors of Candida efflux pumps in yeast, primary screen, S. cerevisiae, Nile Red, multiplex. S. cerevisiae Candida pump triplex. inhibition, % at 10 µM. 330,000 compounds, 0.44% hits. AID 485275, 2010;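 active = plate passing quality check with inhibition over a set limit, or well fluorescence over plate mean plus 4 SD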;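 also: Nile Red retained in pooled yeast measured as flow cytometry median fluorescence; 0% = buffer negative control and 100% = Enniatin B positive control; higher means more Nile Red kept so more efflux inhibition; some compounds called inactive have numbers as strong as hits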
GASC-1 inh – inhibitors of GASC-1 histone demethylase, primary screen, biochemical, fluorescence, DELFIA europium; Lysine-specific demethylase 4C (Homo sapiens), Q9H3R0; GST-JMJD2C(1-420) H3K9me3 demethylation; inhibition, % at 2.35 µM; 330,000 compounds, 0.069% hits;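 active = more than half of a compound's replicate wells show inhibition beyond 50%, single wells judged on their own value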;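 also: signal counts dimethyl H3K9 product captured on neutravidin plate; 0% = median of DMSO wells and 100% = 0.3 times that DMSO median; strong numbers were not always called active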
Target sequence (Q9H3R0 1-420 limits assumed): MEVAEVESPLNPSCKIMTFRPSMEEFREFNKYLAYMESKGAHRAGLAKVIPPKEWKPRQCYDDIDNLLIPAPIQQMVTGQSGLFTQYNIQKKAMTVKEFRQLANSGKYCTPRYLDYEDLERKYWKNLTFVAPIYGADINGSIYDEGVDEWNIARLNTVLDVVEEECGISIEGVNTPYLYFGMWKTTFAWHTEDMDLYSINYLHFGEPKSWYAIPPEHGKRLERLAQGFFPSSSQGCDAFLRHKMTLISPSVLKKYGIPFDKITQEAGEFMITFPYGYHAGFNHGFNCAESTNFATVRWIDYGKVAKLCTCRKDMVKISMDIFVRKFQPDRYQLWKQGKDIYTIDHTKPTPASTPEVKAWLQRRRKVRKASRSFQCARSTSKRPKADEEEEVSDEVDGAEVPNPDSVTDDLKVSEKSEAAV
TPT1 inh – Candida albicans TPT1 enzyme inhibitors, primary screen, biochemical, fluorescence polarization. tRNA 2'-phosphotransferase TPT1 (Candida albicans SC5314). recombinant caTPT1, FP RNA substrate dephosphorylation. inhibition, % at 5 µM. 300,000 compounds, 0.81% hits. AID 1962, 2009;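 active = inhibition above the mean of all tested compounds plus 3 SD, set per screening campaign, cut at about 24% in these data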;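 also: plate controls were DMSO alone for no effect and ferristatin control at 100 nM for full effect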
PP1 inh – PP1-alpha phosphatase inhibitors, primary screen, counter-screen for PP5 inhibitor project, biochemical, fluorescence, OMFP substrate, single point; Serine/threonine-protein phosphatase PP1-alpha catalytic subunit (Homo sapiens), P62136; purified PP1alpha; inhibition, % at 6.7 µM; 320,000 compounds, 0.9% hits; AID 2235, 2010;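 active = inhibition above the mean inhibition of all tested compounds plus 3 SD, computed separately for each screening campaign, cut at about 15% in these data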
proCasp7 act – procaspase-7 activators, primary screen, counter-screen for procaspase-3 activator project, biochemical, absorbance, HTS, human | Caspase-7 (Homo sapiens), P55210 | recombinant procaspase-7, Ac-DEVD-pNA absorbance 405 nm; D23A/D198A/D206A triple mutant, cannot self-cleave; scale: DMSO 0, 5 µM enzyme 100 | activation, % at 8.5 µM | 330,000 compounds, 0.093% hits;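 active = percent activation above the screen-wide mean plus 3 SD, cut at about 25% in these data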
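signal = Epi-absorbance of released pNA at 405 nm, two timepoints | assay system = Uncleavable procaspase-7 mutant enzyme | reagent = Ac-DEVD-pNA substrate, 400 µM as added | times = 1 h enzyme–compound preincubation and 2 h substrate reaction, both 25 °C | benchmarks = low DMSO alone, high DMSO plus 5 µM PC-7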
proCasp3 act – activators of human procaspase-3 D3A mutant, primary screen, biochemical, absorbance, PC-3 D3A mutant, single concentration; Caspase-3 (Homo sapiens), P42574; recombinant procaspase-3 D3A, Ac-DEVD-pNA absorbance 405 nm; activation, % at 8.5 µM; 330,000 compounds, 0.11% hits; AID 463141, 2010;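 active = activation above the mean of all tested compounds plus 3 SD, cut at about 21% in these data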;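 also: 0% = DMSO alone and 100% = DMSO wells spiked with extra 5 µM PC-3 D3A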
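Compound: 8.5 µM single point, 0.8% DMSO / Material: Autoprocessing-dead procaspase-3 D3A mutant enzyme / Timing: 1 h preincubation plus 2 h reaction at 25 °C / Medium: Zinc-free HEPES/NaCl buffer with 0.01% Triton X-100 at pH 7.4 / Technique: 405 nm absorbance of p-nitroaniline, reads at 0 and 120 min / Repeats: one well per compound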
* hit, by the source's call; . = no result given; & = joins results of further samples. Random draw from the library, and some 2.9% of all compounds hit somewhere here.

entry	Molecule	core dimer inh	CTSL1 counter	PP5 primary	Efflux pump mplx	GASC-1 inh	TPT1 inh	PP1 inh	proCasp7 act	proCasp3 act
1	COc1cc(CNc2nnnn2C)cc(OC)c1OC	-3	-7	2.9	-0.1	3	-3	-1	-2	1
2	CC(C)C(=O)N1CCN(c2nc(-c3ccccc3)c3c(c2C#N)CCCC3)CC1	11	7	3.1	0.1	6	1	2	10	7
3	CC(C)c1csc2nc3n(c(=O)c12)CCCCC3	-1	-1	0.0	-0.1	-13	-3	6	5	4
4	O=C(N/C(=C\c1ccc([N+](=O)[O-])cc1)C(=O)N1CCOCC1)c1ccco1	14	7	0.3	0.0	2	-2	0	-10	-5
5	CSc1ccccc1NC(=O)Cn1c(-c2cscn2)nc2ccccc21	-3	-1	-0.8	-0.1	9	-4	-2	3	-6
6	Cc1ccc(OCCNC(=O)C(=O)NCc2ccco2)cc1	-6	-5	1.9	0.5	2	2	1	4	-1
7	CCOC(=O)C(C)n1nc(-c2ccccc2)c2ccccc2c1=O (stereo unspecified)	-1	4	1.6	0.0	7	-2	5	-1	7
8	CNC(=O)/C(C#N)=C/c1ccc(-c2ccc(Cl)cc2)o1	37	0	4.3	0.1	2	-5	20*	-27	-16
9	N#CC1=C(N)OC2=C(C(=O)CCC2)C1Cc1ccccc1 (stereo unspecified)	3	12	0.7	-0.1	7	-3	2	-7	6
10	CCOC(=O)CC(=O)NC(CC(=O)OC)c1ccc(Br)cc1 (stereo unspecified)	0	2	1.2	-0.2	-2	-2	3	1	3
11	CC(C)(C)c1nnc(NC(=O)c2cccnc2)s1	11	4	0.6	-0.1	-5	-1	0	14	11
12	Cc1cc(NCCc2ccc(Cl)cc2)n2ncnc2n1	6	0	-0.5	0.1	1	2	0	9	8
13	COc1ccc(CC(=O)Nc2cc(S(=O)(=O)Nc3ccc(OC)cc3)ccc2OC)cc1	.	.	.	0.3	-1	.	.	-5	2
14	O=C(CSc1ncn[nH]1)Nc1ccc(Cl)c(Cl)c1	1	8	-0.5	-0.1	-4	3	-1	-3	-2
15	O=C(CCN1CCCC1=O)NC1CCCc2c1cnn2-c1ccccc1F (stereo unspecified)	-3	4	3.0	0.0	13	1	0	0	5
16	COc1ccccc1N1C(=O)CC(N2CCN(c3ccc(Cl)cc3)CC2)C1=O (stereo unspecified)	4	-2	-0.2	-0.1	-3	-1	-1	-7	-3
17	O=C1Nc2ccccc2OC1CC(=O)N1CCCC1 (stereo unspecified)	-2	-3	0.9	-0.1	-11	-6	-4	-2	8
18	OC(CNCCc1ccc(C(F)(F)F)cc1)COc1ccc2ccccc2c1 (stereo unspecified)	-21	2	4.9	0.4	12	2	9	1	4
19	CCc1nnc2sc(-c3cc(-c4ccccc4)nc4ccccc34)nn12	9	2	0.0	-0.1	-3	-1	0	6	-2
20	CC(C(=O)Nc1ccc2c(c1)OCCO2)N1Cc2ccccc2C1=O (stereo unspecified)	-1	0	-1.6	0.0	-7	1	-4	5	10
21	CCOC(=O)c1sc(N=NC2=C(O)CCCC2=O)c(C(=O)OCC)c1C	22	8	-0.1	-0.1	-19	6	4	-9	1
22	COc1ccc(-n2c(SCC(=O)O)nnc2-c2ccc(NC(=O)c3ccccc3)cc2)cc1	5	5	2.5	0.1	-4	-2	-3	9	13
23	Cc1ccc(CC(=O)NCC(O)c2ccccc2)cc1 (stereo unspecified)	7	1	-0.9	0.0	20	-2	-2	6	14
24	COc1cccc2c(N/N=C/c3ccccc3)cc(C)nc12	-8	-2	8.8	0.2	-8	0	0	-1	0
25	CC(C)OC(=O)CSc1nc(N)c(C#N)c(-c2ccco2)c1C#N	14	3	2.0	0.1	6	4	1	-15	4
26	S=c1[nH]nc(-c2cc(-c3ccccc3)n[nH]2)n1/N=C/c1cccs1	-2	5	-1.4	0.1	22	-4	1	-30	-12
27	CC(C)(C)C1CCC(C(=O)Nc2ccccc2N2CCOCC2)CC1 (stereo unspecified)	.	.	3.7	-0.1	5	.	-1	-2	6
28	Cc1ccc(Cn2nnc3c(=O)[nH]c(C4CCN(S(=O)(=O)c5ccc(F)cc5)CC4)nc32)cc1	18	2	1.6	-0.1	3&3	2	14	2	4
29	CCOc1ccccc1NC(=O)CCNS(=O)(=O)c1ccc(NC(C)=O)cc1	1	2	-0.9	-0.2	4	-2	3	3	-4
30	O=C(NCc1ccco1)c1cc([N+](=O)[O-])cc([N+](=O)[O-])c1	-14	0	3.0	-0.5	1	-1	3	6	11
31	O=C1CCCN1c1cc(Cl)cc(Cl)c1	2	-2	2.6	0.0	-4	2	-2	7	14
32	CCOc1cc(/C=C2/SC(=S)N(C)C2=O)ccc1Oc1ccc([N+](=O)[O-])cc1[N+](=O)[O-]	2	0	0.7	-0.2	-5	3	-5	5	8
33	COc1ccccc1OCCNc1nc2c(c(=O)n(C)c(=O)n2C)n1C	0	-1	-0.4	0.1	12	-3	0	5	-4
34	CCOC(=O)N1CCC(NC(=O)CN(C)S(=O)(=O)c2cc3c(cc2Cl)NC(=O)CO3)CC1	0	1	-2.3	0.3	18	2	-4	-4	5
35	O=C(Cc1ccccc1)c1ccc(Cl)cc1	-1	-1	1.2	0.2	-10	1	-4	5	2
36	O=[N+]([O-])c1ccc2c(c1)C(O)n1nc(-c3ccc(Cl)cc3Cl)nc1S2 (stereo unspecified)	0	-2	0.2	-0.1	4	0	-3	2	1
37	Cc1cccc(-c2nnn3c2nc(NCCc2ccc(S(N)(=O)=O)cc2)c2ccccc23)c1	-4	2	0.1	0.1	6	1	-2	10	7
38	CCCOc1ccc(-c2nnn(CC(=O)N3CCCC(C)C3)n2)cc1 (stereo unspecified)	8	3	2.6	0.0	2	-2	1	12	-1
39	CC1=C(C)CC2C(=O)N(c3cccc4ccccc34)C(=O)C2C1 (stereo unspecified)	-5	3	0.2	-0.1	0	-2	-6	1	-4
40	CN(C)c1ccnc(Oc2ccc(C(C)(C)C)cc2)c1C#N	-7	1	4.9	0.1	-15	0	3	-2	-2
41	O=C(c1ccccc1N1CCOCC1)N1CCCC(Nc2ccc(F)cc2)C1 (stereo unspecified)	-10	3	0.7	0.1	0	-3	-4	-4	9
42	N#Cc1ccc(C#Cc2ccc3oc4ccccc4c(=O)c3c2)cc1	.	.	.	-0.1	9	.	.	4	7
43	CN(CC(=O)Nc1cccc(F)c1)CC(=O)Nc1cccc(S(N)(=O)=O)c1	-2	4	3.1	0.0	6	2	-1	2	-2
44	Cc1cc(NC(=O)CSc2c[nH]c3ccccc23)no1	-16	2	-7.0	-0.2	-4	-1	-3	-2	2
45	Nc1nonc1-n1nnc(C(=O)N/N=C/c2cccc(F)c2)c1CN1CCCC1	-1	-4	0.1	0.0	-3	-2	-6	1	4
46	COc1cnc(-c2ccccn2)nc1Oc1cccc(Cl)c1	-8	1	5.7	-0.1	-1	-6	53*	1	-1
47	Cc1occc1C(=O)Nc1nccs1	1	2	-0.5	0.0	-6	-1	-1	-1	2
48	O=C(NCCN1CCOCC1)Nc1ccc(F)cc1	-4	0	1.2	0.0	4	0	-3	1	7
49	CCN(CC)C(=S)Nc1ccc([N+](=O)[O-])cc1	-10	-2	1.8	0.3	-1	1	0	-8	-18
50	COc1ccc2cc3cc(C(=O)Nc4ccccc4N4CCN(C)CC4)oc3nc2c1	-6	0	3.6	0.6	4	4	4	1	-1
51	CCC(c1nnnn1Cc1ccc2c(c1)OCO2)N1CCN(CC)CC1 (stereo unspecified)	3	-3	-0.1	-0.2	-2	1	1	6	9
52	O=C(c1ccco1)N1CCN(C(c2coc3ccc(Cl)cc3c2=O)c2nnnn2C2CCCC2)CC1 (stereo unspecified)	3	9	-9.0	-0.1	-12	-4	6	0	-7
53	O=C(c1ccc(OC2CCN(CCO)CC2)cc1)N1CCCC1	-8	1	3.8	0.1	10	-3	-2	-3	7
54	CC1CCC(NC(=O)CC2Oc3ccccc3NC2=O)CC1 (stereo unspecified)	1	-3	-0.3	0.0	4	-1	0	-6	-5
55	Cc1cccc(C)c1NC(=O)CN(C)C(=O)CCC(=O)N1CCOCC1	.	.	.	-0.2	1	.	.	-3	0
56	COc1ccc(NC(=O)Nc2cccc(OC)c2)cc1	4	4	1.1	0.3	5	0	-4	15	6
57	O=C(CSc1nnc(-c2ccccn2)n1Cc1ccco1)c1ccc(Cl)cc1	13	-4	0.4	0.1	66	5	11	8	-14
58	CCOCCCNC(=O)/C(C#N)=C/c1cc(OC)c(O)c([N+](=O)[O-])c1	-11	7	0.0	-0.1	0	-2	-1	3	-4
59	C/C(=N\OCC(=O)Nn1c(=O)[nH]c2ccccc2c1=O)c1ccccc1	-6	-15	-0.2	-0.3	-6	5	0	6	0
60	Cc1ccn(CCC(=O)Nc2ccc(-c3ccno3)cc2)n1	10	0	1.2	-0.2	2	0	-3	-3	-2

(next part)
entry	Molecule	core dimer inh	CTSL1 counter	PP5 primary	Efflux pump mplx	GASC-1 inh	TPT1 inh	PP1 inh	proCasp7 act	proCasp3 act
61	O=C(NCCCO)NC12CC3CC(CC(C3)C1)C2	-1	-4	-0.5	-0.1	-5	0	2	-5	-5
62	N/C(Cc1ccc(Cl)cc1Cl)=N\OC(=O)c1cccs1	-3	-5	1.3	-0.1	1	-1	-2	4	-9
63	CC(=O)NCC(=O)N[C@@H](CC(=O)OCc1ccccc1)C(=O)OCc1ccccc1	0	-5	1.7	-0.1	-23	-2	-3	2	-1
64	CCCCn1nc(NC(=O)CC(C)C)c2cc3cc(OC)ccc3nc21	-14	-2	4.7	0.2	-5	3	2	12	2
65	CCNC(=O)NC1c2ccccc2CSc2ccccc21 (stereo unspecified)	0	-1	-2.1	-0.1	-2	5	-3	3	2
66	COc1cc(NC(=S)Nc2ccc(N(C)C(C)=O)cc2)cc(OC)c1	-4	1	0.4	0.0	9	-2	1	-2	-15
